Bioassay records as filed in PubChem.
SIRT5 inh: inhibitors of human sirtuin-5 desuccinylase | inhibition, % at 15 µM | Q9NXA8 | AID 652115 | 330,000 compounds, 1.1% hits | Purified SirT5, succinyl-peptide AMC, trypsin-coupled fluorescence; in the data active means inhibition above about 15%; inconclusive means no clear call, values can overlap the other calls
Target sequence (Q9NXA8 whole entry, looked up): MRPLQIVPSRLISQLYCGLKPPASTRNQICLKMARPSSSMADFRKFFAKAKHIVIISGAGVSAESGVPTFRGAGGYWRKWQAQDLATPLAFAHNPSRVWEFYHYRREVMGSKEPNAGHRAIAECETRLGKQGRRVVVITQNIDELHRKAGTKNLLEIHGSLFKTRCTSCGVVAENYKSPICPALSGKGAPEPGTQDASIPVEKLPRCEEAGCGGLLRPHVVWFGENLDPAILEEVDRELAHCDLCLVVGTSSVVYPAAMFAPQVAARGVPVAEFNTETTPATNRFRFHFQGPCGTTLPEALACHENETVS
CFTR F508del cor: CFTR F508del correction in bronchial cells | CFBE cells, YFP halide quenching; stimulated with forskolin plus potentiator P3; % fluorescence drop versus neutral controls | activity (quench increase), % at 7.58 µM | 350,000 compounds, 0.36% hits;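 active means mean added fluorescence quench of at least 8% versus neutral control, with both replicates also reaching 8%; inconclusive means only one of the mean or replicate conditions met; inactive means mean below 8% and not both replicates reaching 8%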;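 further: cells transiently co-express mutant CFTR-F508del with the halide-sensitive YFP; corrector assay measuring rescue of mutant channel to the surface after 24 h compound exposure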
CASP6 VEID inh: blocks human caspase-6 cleavage activity; 350,000 compounds, 0.53% hits; AID 686996; P55212; inhibition, % at 12.5 µM; purified caspase-6, Z-VEID-R110 cleavage fluorescence;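 active means mean inhibition across replicates at least about 35%, with every replicate also reaching that limit, limit read from the data; inconclusive means only one of the two criteria met; inactive means neither criterion met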;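 further: 0% = median of neutral control wells and 100% = no fluorescence left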
Target sequence (P55212 24-179 limits assumed): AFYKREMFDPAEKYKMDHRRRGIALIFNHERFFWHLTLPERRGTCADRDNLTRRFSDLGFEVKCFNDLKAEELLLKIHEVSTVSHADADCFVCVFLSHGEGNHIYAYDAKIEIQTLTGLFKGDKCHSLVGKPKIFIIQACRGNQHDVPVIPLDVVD
Target sequence (P55212 194-293 limits assumed): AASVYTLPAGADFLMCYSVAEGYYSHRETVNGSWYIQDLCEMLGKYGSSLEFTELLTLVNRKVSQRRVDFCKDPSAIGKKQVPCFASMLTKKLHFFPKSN
ERp5 inh: inhibitors of human ERp5. Q15084. inhibition, % at 9.99 µM. 350,000 compounds, 0.05% hits. ERp5 insulin aggregation, absorbance 650 nm, 90 min. AID 651711;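 active means mean replicate inhibition above about 25%, with every replicate also reaching it, limit read from the data, passing the limit was not always enough; inconclusive means only one of those two criteria met; inactive means neither criterion met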
Target sequence (Q15084 whole entry, looked up): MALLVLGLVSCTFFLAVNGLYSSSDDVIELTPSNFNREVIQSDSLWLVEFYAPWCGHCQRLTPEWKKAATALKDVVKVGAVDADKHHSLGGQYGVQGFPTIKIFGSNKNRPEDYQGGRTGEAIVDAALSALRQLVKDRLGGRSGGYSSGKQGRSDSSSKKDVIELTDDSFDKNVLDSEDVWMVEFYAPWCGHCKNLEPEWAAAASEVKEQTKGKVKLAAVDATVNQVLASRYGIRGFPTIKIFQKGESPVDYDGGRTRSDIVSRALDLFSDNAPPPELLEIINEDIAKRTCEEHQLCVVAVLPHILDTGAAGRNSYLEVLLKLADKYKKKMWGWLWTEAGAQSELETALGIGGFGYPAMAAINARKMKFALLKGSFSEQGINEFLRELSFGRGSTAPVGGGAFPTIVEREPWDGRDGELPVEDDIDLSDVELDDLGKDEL
ERAP1 HTS inh: blocks human ERAP1 aminopeptidase activity | Q9NZ08 | recombinant ERAP1, Leu-AMC fluorescence, 60 min | inhibition, % at 10.7 µM | 340,000 compounds, 0.15% hits | AID 652197;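 active means mean replicate inhibition of at least 30%, or all replicates individually reaching that 30% level; inactive means mean below 30% and not every replicate reaching it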;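 further: 0% = neutral control wells and 100% = L-leucinethiol positive control wells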
DENV2 CPE: inhibitors of DENV2 cytopathic effect. DENV2-infected cells, cytopathic effect rescue, plate reader. CPE inhibition, % at 9.99 µM. 350,000 compounds, 1.7% hits. AID 651640; in the data active means CPE inhibition above about 20%, passing the limit was not always enough; inconclusive means no clear call, values can overlap the other calls; tested in BHK-21 cells;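 further: 0% = median of neutral control wells and 100% = median of positive control wells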
miR122 inh: inhibitors of miR-122 in Huh7 cells | Huh7 miR-122 Renilla luciferase sensor, 48 h; neutral wells = 0, positive control = 100 | activation (reporter increase), % at 12.5 µM | 340,000 compounds, 0.3% hits | AID 602342;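 active means mean replicate activation score at least 90 and every replicate individually at or above 90; inconclusive means only one of the two criteria met; inactive means neither criterion met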;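 further: higher luciferase means less miR-122 activity so hits act as miR-122 inhibitors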
Starred values were filed as active, the others as inactive; ? = inconclusive; · = not tested or not shown; [ ] = remark or other dose. Rows were taken by chance; any-hit rate near 4%.

SMILES	SIRT5 inh	CFTR F508del cor	CASP6 VEID inh	ERp5 inh	ERAP1 HTS inh	DENV2 CPE	miR122 inh
COc1ccc(/C=N/NC(=O)CC#N)cc1Oc1nc(Cl)ncc1F	-3	-1.9	-1	-2	-3	5	·
CC(C)(O)[C@H](O)COc1c2occc2cc2ccc(=O)oc12	0	2.3	-2	-5	-5	-6	5
O=C(C[C@@H]1CC[C@@H]2[C@H](COC[C@@H](O)CN2CC2CCCC2)O1)NCC1CC1	-1	0.0	1	-6	1	-9	·
COc1cccc(C=C2SC(=S)NC2=O)c1	·	3.7	-1	-4	0	?	·
O=C(NCCc1c[nH]c2ccccc12)OCCSS(=O)(=O)O	1	-3.8	13	-1	3	5	18
COc1cccc(NC(=O)CSc2nc3scc(C)c3c(=O)[nH]2)c1	3	2.5	2	-2	0	18	·
CCCS(=O)(=O)NC(=O)C1(C)CCN(C(=O)c2ccc(OC(F)F)cc2)C1 (stereo not drawn)	-3	0.9	0	-1	4	8	-5
O=C(N[C@@H]1CC[C@H](CC(=O)N2CCOCC2)O[C@@H]1CO)c1cccc(F)c1	0	-3.0	-2	1	0	12	·
COc1ccc(S(=O)(=O)N2CCCCC2)cc1NC(=O)Cc1ccsc1	-8	0.9	-1	-1	1	2	2
CCc1cc2ccc(OC)cc2nc1SCC(=O)N1CCN(C(=O)c2ccco2)CC1	-3	-0.2	1	-1	4	-3	-6
O=C(c1ccc(S(=O)(=O)N2CCOCC2)cc1)N(c1cccc(Cl)c1)C1C=CS(=O)(=O)C1 (stereo not drawn)	-14	6.5	-2	6	2	?	·
C[C@H](CO)N1C[C@H](C)[C@@H](CN(C)C(=O)NC2CCCC2)Oc2ncc(-c3ccncc3)cc2C1=O	-5	3.2	-1	5	0	13	·
Cc1ccc(/C=N/NC(=O)CNC(=O)c2ccc(C)c([N+](=O)[O-])c2)o1	-1	-1.2	1	7	-4	1	·
C[C@H](NC(=O)C1CC(=O)N(c2ccc(F)cc2)C1)C(=O)N1CCCCC1 (stereo partly drawn)	-5	2.4	5	0	5	15	3
CC(NCC(=O)Nc1ccccc1C(=O)NC1CC1)c1ccc(S(N)(=O)=O)cc1 (stereo not drawn)	-3	-2.8	-2	5	0	-2	-4
O=C(c1cccc(C(F)(F)F)c1)C1CCCN(C(=O)CN2CCCC2=O)C1 (stereo not drawn)	-3	-2.2	-2	-2	-3	5	·
Cc1ccc(-n2c(-c3ccc(Cl)cc3)c[n+]3c2CCC3)cc1	1	1.3	-9	2	·	0	·
CN1c2ccc(-c3ccc(F)cc3)cc2[C@@H]2[C@@H](CCN2C(=O)CC2CC2)[C@@H]1CO	·	0.3	·	·	·	10	1[16.7 µM]
CCOC(=O)c1ccc(S(=O)(=O)NNC(=O)c2cccc(N(C)C)c2)cc1	-1	-3.7	2	5	-2	4	1
CN(C)CCNc1nc2c(c(=O)[nH]c(=O)n2C)n1CCCc1ccccc1	-4	0.9	-3	2	1	1	-7
Cc1cccc(C)c1NC(=O)C1(C)CN(S(C)(=O)=O)CC(=O)N1CCCn1ccnc1 (stereo not drawn)	1	-1.4	2	-2	0	-6	·
C/C(=N/NC(=O)Cc1ccccc1)c1ccc(C)s1	0	1.6	-4	-2	0	?	-1
COCC#Cc1ccc2c(c1)O[C@@H](CN(C)CC1CCOCC1)[C@H](C)CN([C@H](C)CO)S2(=O)=O	-2	1.0	0	5	-1	-4	-5[16.7 µM]
COCC(=O)N(C)C[C@H]1Oc2ncc(C#CC3(O)CCCC3)cc2C(=O)N([C@H](C)CO)C[C@H]1C	-1	0.2	0	-1	-1	11	7[16.7 µM]
Cn1c(=O)c(=O)n(C)c2cc(S(=O)(=O)N3CCCC3C(=O)Nc3ccccc3F)ccc21 (stereo not drawn)	-3	1.9	0	-7	2	-3	4
CC(C)NC(=O)N(C)C[C@@H]1OCCCC[C@@H](C)Oc2ccc(NC(=O)Nc3cccc4ccccc34)cc2C(=O)N([C@@H](C)CO)C[C@H]1C	3	-0.1	-3	-1	-1	?	-11[16.7 µM]
Cc1ccc(CNC(=O)C2CC(=O)N(CCC(C)C)C2)cc1 (stereo not drawn)	-5	-2.2	0	1	·	0	-3
COc1cc(C(=O)ON=C2C=C(C)C(=O)C(C)=C2)cc(OC)c1OC	-3	·	-5	8	2	?	·
COc1cccc(NC(=O)N[C@@H]2CC[C@@H](CC(=O)NCc3ccccn3)O[C@H]2CO)c1	2	4.0	1	0	1	-3	·
Cc1ccc(S(=O)(=O)N(Cc2ccc(F)cc2)C(=O)N2CCN(C)CC2)cc1	-2	3.0	-1	5	-5	2	-5
COc1ccc(NC(=O)Nc2ccc3c(c2)[C@@H]2C[C@@H](CC(=O)NCCc4ccccc4)O[C@H](CO)[C@@H]2O3)cc1	2	-1.3	4	-2	1	-2	18[16.7 µM]
COc1cccc2cc(C(=O)NCc3ccc(Cl)cc3)c(=O)oc12	1	1.2	1	-1	2	12	-5
CCOC(=O)Cc1nnc(NC(=O)C23CC4CC(CC(C4)C2)C3)s1	-2	-2.5	-3	1	·	0	·
OC[C@@H]1[C@@H](c2ccc(C#CC3(O)CCCC3)cc2)[C@H]2CN(Cc3ccncc3)CCCCN12	1	4.5	0	15	2	7	-4[16.7 µM]
CC(NC(=O)COC(=O)/C=C/c1cccc(F)c1)c1ccccc1 (stereo not drawn)	0	-0.3	0	·	0	3	·
CCCOc1ccc(NC(=O)CC2C(=O)N(Cc3ccccc3)C(=S)N2Cc2cccs2)cc1 (stereo not drawn)	0	3.1	0	0	-6	-10	·
C[C@H]1CN([C@@H](C)CO)C(=O)c2cc(-c3cncnc3)cnc2O[C@@H]1CN(C)C(=O)Cc1ccccc1	-2	0.0	2	-2	-2	-4	2[16.7 µM]
Cc1ccc(C(=O)O)cc1NC(=O)CSc1nnc(-c2ccccc2F)n1C1CCCCC1	2	-2.6	-2	-6	-7	13	-6
O=C(NCCN1CCNC1=O)C1CCC(=O)N(CCc2ccc(Cl)cc2)C1 (stereo not drawn)	-3	1.1	-4	3	-3	1	-7
C=CC[C@@H](CC(=O)N[C@@H](CO)Cc1ccccc1)C(=O)N[C@@H](COC(=O)[C@H](CC=C)CC(=O)OC(C)(C)C)Cc1c[nH]c2ccccc12	-1	0.3	-1	6	-1	-5	-1
COc1cccc(CN2CC3(C2)CN(C(=O)Nc2ccc(F)cc2)[C@H](CO)c2c3c3ccc(OC)cc3n2C)c1	9	0.3	3	0	4	10	·
COCC(=O)N1CC(=O)N2[C@H](CO)[C@@H](c3ccc(-c4ccccc4F)cc3)[C@@H]2C1	1	1.9	-1	3	-2	-4	·
COC(=O)[C@H]1[C@H](CO)[C@H]2Cn3c(cccc3=O)[C@H]2N1C(=O)C1CCCCC1	0	-1.0	2	-4	-1	13	3[16.7 µM]
Cc1cc(=O)c(C(=O)O)cn1Nc1ccc(Cl)cc1	2	·	1	2	6	·	0
C[C@@H]1CN([C@@H](C)CO)S(=O)(=O)c2ccc(C#Cc3ccccc3F)cc2O[C@H]1CN(C)C(=O)Cc1ccccc1	2	4.6	3	2	-6	-4	1[16.7 µM]
Nc1ncnc2c1ncn2[C@@H]1O[C@H](CNCc2ccc(OCC(=O)Nc3ccccn3)cc2)[C@@H](O)[C@H]1O	-5	2.7	-3	-7	0	-4	-4
C[C@@H]1CN([C@H](C)CO)S(=O)(=O)c2ccc(C#CC3CC3)cc2O[C@H]1CN(C)C(=O)c1cnccn1	0	-6.2	3	2	2	3	1[16.7 µM]
COc1cccc(NC(=O)CN(C)C(=O)CC2CC3CCC2C3)c1 (stereo not drawn)	-2	-2.3	0	-5	-1	2	·
O=C(CC(=O)Nc1ccc(Cl)cc1Cl)Nc1ccc(Cl)cc1Cl	-5	1.6	1	-2	-3	2	·
CC(OC(=O)c1ccc(-n2cnnn2)cc1)C(=O)Nc1ccc(F)c(F)c1F (stereo not drawn)	-8	-1.7	-2	11	-3	12	-2
CC(C)N(C(=O)[C@H]1CC(CC(=O)NCC23CC4CC(CC(C4)C2)C3)C(=O)N2CCc3c([nH]c4ccccc34)[C@]12C)C(C)C (stereo partly drawn)	0	-3.9	·	-5	-5	?	-6
Cc1ccc(S(=O)(=O)Oc2cc(N)c3c(n2)CCC3)cc1	1	1.0	0	0	2	7	-3
CC(C)(C)C(=O)Nc1nnc(CC(=O)NCc2ccccc2)s1	13	2.2	5	7	12	?	·
COc1ccc(CNC(=O)COC(=O)c2c(C)nn(-c3ccccc3)c2C)cc1OC	-2	-2.5	1	-1	-5	-3	·
CCOC(=O)CNC(=O)N1CCC(CCOc2ccccc2)(C(=O)OCC)CC1	-1	-0.3	2	2	0	-2	-2
O=C(Nc1ccc(Oc2ccccc2)nc1)C1CCCCN1Cc1cccc(O)c1 (stereo not drawn)	0	4.1	2	5	0	1	-4
CC(=O)NC(c1ccco1)c1ccc2cccnc2c1O (stereo not drawn)	0	·	4	-1	1	·	·
COc1ccc(-c2noc([C@@H]3O[C@H](CO)[C@H](O)[C@H](O)[C@H]3O)n2)cc1OC	-2	-1.0	3	3	1	-4	0
COC(=O)c1c(NC(=O)COC(=O)Cn2cnc3ccccc32)sc2c1CCCC2	0	·	-1	0	0	-2	2
Clc1nc(N2CCOCC2)ncc1Br	-5	0.8	3	-2	-2	1	·

Remaining list, next part
SMILES	SIRT5 inh	CFTR F508del cor	CASP6 VEID inh	ERp5 inh	ERAP1 HTS inh	DENV2 CPE	miR122 inh
Cc1ccc(CSC2=NCCN2C(=O)c2ccco2)cc1	·	-6.5	0	8	·	-2	1
Cc1ccc(S(=O)(=O)N2CCSC2)cc1C	1	0.6	-4	-15	-1	2	0
COc1ccccc1N1CCN(C(=O)CN2C(=O)c3ccccc3S2(=O)=O)CC1	0	-1.6	0	0	-1	-7	-1
CCc1cnc(N2[C@H](C#N)[C@H](c3ccccc3-c3ccccc3C)[C@H]2CO)s1	4	-0.9	1	3	2	6	·
COCC(=O)Nc1ccc2c(c1)OC[C@H](C)N(Cc1cc(F)ccc1F)C[C@@H](C)[C@@H](OC)CN(C)C2=O	0	-0.9	-2	3	3	-15	·
CCOC(=O)c1c(C)[nH]c(C)c1S(=O)(=O)NCCN1CCN(c2cc(Cl)ccc2C)CC1	-1	1.8	-2	3	0	3	77
COc1ccc(NS(=O)(=O)c2ccc(NC(=O)Cc3cccs3)cc2)cc1	0	·	2	0	3	4	·
C[C@H]1CN([C@@H](C)CO)C(=O)c2cc(N(C)C)ccc2O[C@@H]1CN(C)C(=O)NC1CCCCC1	-4	1.5	-1	-4	-1	1	4[16.7 µM]
CCCCNc1nc(-c2ccccc2)cc(C(F)(F)F)c1C(N)=O	-4	-0.3	1	-3	-1	0	7
C=CCNc1cccc2c1S(=O)(=O)N[C@H](Cc1ccccc1)CO2	-5	-2.4	-2	0	12	-9	·
Cc1c(Cl)cccc1NC(=S)Nc1ccccn1	-3	0.1	3	-9	0	·	-8
Cc1ccc(C)c2nc(SCC(=O)Nc3ccc4c(c3)OCO4)c(C#N)cc12	-1	3.4	0	1	-1	7	1
O=C(C[C@@H]1CC[C@@H](NC(=O)Cc2cccnc2)[C@H](CO)O1)Nc1ccccc1	0	0.7	3	4	1	-13	·

Reformatted as labelled records: entries from further up.
SMILES: C=CCNc1cccc2c1S(=O)(=O)N[C@H](Cc1ccccc1)CO2
  SIRT5 inh = -5 | CFTR F508del cor = -2.4 | CASP6 VEID inh = -2 | ERp5 inh = 0 | ERAP1 HTS inh = 12 | DENV2 CPE = -9 | miR122 inh = ·
SMILES: CCOC(=O)c1c(C)[nH]c(C)c1S(=O)(=O)NCCN1CCN(c2cc(Cl)ccc2C)CC1
  SIRT5 inh = -1 | CFTR F508del cor = 1.8 | CASP6 VEID inh = -2 | ERp5 inh = 3 | ERAP1 HTS inh = 0 | DENV2 CPE = 3 | miR122 inh = 77
SMILES: CN(C)CCNc1nc2c(c(=O)[nH]c(=O)n2C)n1CCCc1ccccc1
  SIRT5 inh = -4 | CFTR F508del cor = 0.9 | CASP6 VEID inh = -3 | ERp5 inh = 2 | ERAP1 HTS inh = 1 | DENV2 CPE = 1 | miR122 inh = -7
SMILES: COc1ccc(NS(=O)(=O)c2ccc(NC(=O)Cc3cccs3)cc2)cc1
  SIRT5 inh = 0 | CFTR F508del cor = · | CASP6 VEID inh = 2 | ERp5 inh = 0 | ERAP1 HTS inh = 3 | DENV2 CPE = 4 | miR122 inh = ·
